Giardia killer: kills Giardia lamblia; Giardia lamblia trophozoite viability; activity change, % at 7.66 µM, hits read low; 340,000 compounds, 0.15% hits; AID 540267; in the data active means activity change below about -80%; inconclusive means between about -30% and that limit;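 further: parasites exposed to compound for two days anaerobically before the ATP read; on the % scale 0 is the no-effect control and ±100 the full control effect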
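Luminescent ATP signal served as the viability read-out, measured 15-30 min after adding ATP detection reagent to trophozoites that had been incubated with compounds for 48 hrs at 37 deg C anaerobically at 100 cells/well.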
BRCA1 expr act: increases BRCA1 expression. MCF7-BRCA1-FFLuc reporter, luminescence, 48 h; response scale: scaled: vehicle 0%, 10 µM genistein 100%. Potency, µM (top dose mostly 46.1 µM), for inactives: at the highest dose activation, hits mostly activators. 380,000 compounds, 1.1% hits. AID 624202; further: potency means the concentration at half of the fitted maximal effect; nearly all actives have a fitted effect of over 80% in size; some results filed as inactive show a strong effect at the top dose
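Luminescence from a BRCA1-driven firefly luciferase in MCF7 cells was the read-out, taken 15 min after substrate addition following 48 h compound exposure at 37 °C. Data were normalized to a 10 microM genistein control and DMSO vehicle.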
Menin-MLL TR inh: inhibitors of human menin-MLL interaction, mutant MLL peptide; O00255; Menin + Texas Red MLL mutant peptide, fluorescence polarization; Potency, µM (doses to about 61.6 µM), without a hit: at the top dose FP activity change, negative = inhibition, usual class: inhibitors; 270,000 compounds, 0.23% hits; active means well fitted inhibition curve with a large enough effect in the polarisation, with a control signal flat, not every such curve was filed as active; inconclusive means small, poorly fitted or top-dose-only effect, or effect the other way, or a change in a side signal; inactive means no such curve, though single readings can be large or run the other way; the % refers to the polarisation; further: potency means the concentration at half of the fitted maximal effect; % of control where 0% means no effect; many of its hits are not listed in these tables
PKM2 activator: PKM2 (human) enzyme activation | P14618 | purified PKM2, Kinase-Glo ATP luminescence, activation; response scale: 0% is enzyme alone, no compound | Potency, µM (highest dose often 57.5 µM), for the others: at the top dose activation, actives largely listed as activators | 260,000 compounds, 0.34% hits | AID 1631; further: potency means the concentration at half of the fitted maximal effect; on the % scale 0 is the no-effect control and ±100 the full control effect; nearly all actives have a fitted effect of over 55% in size
Target sequence (P14618 whole entry, looked up): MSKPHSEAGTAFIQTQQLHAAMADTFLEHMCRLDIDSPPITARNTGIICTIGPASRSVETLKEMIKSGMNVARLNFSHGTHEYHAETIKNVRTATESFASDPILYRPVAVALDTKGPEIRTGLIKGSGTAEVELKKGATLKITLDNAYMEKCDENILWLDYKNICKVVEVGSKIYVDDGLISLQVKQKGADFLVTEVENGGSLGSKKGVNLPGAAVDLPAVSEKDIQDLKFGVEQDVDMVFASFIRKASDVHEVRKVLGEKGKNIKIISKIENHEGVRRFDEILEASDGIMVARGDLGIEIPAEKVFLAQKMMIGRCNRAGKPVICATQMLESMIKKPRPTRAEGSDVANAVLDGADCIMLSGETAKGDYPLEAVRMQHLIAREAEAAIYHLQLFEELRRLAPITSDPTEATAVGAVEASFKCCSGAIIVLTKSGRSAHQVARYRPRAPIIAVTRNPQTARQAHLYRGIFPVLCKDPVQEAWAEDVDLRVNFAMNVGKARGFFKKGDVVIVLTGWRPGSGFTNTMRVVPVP
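Purified hPK-M2 (>95%) run at intermediate activity with 0.1 mM ADP and 0.5 mM PEP in 50 mM imidazole pH 7.2, KCl, MgCl2; 1 h room temperature. ATP formed read by Kinase-Glo luminescence; normalized to uninhibited and no-enzyme controls.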
RORg inh: inhibitors of mouse ROR gamma transcriptional activity | Potency, µM (series often up to 53.6 µM), for inactives: at the top dose activity change, negative = inhibition, usual class: inhibitors | AID 2551 | 310,000 compounds, 5.4% hits | Drosophila S2 Gal4-RORgamma UAS-luciferase reporter, 20 h | P51450; further: potency means the concentration at half of the fitted maximal effect; on the % scale 0 is the no-effect control and ±100 the full control effect; nearly all actives have a fitted effect of over 60% in size
Target sequence (P51450 whole entry, looked up, the tested form may be a part): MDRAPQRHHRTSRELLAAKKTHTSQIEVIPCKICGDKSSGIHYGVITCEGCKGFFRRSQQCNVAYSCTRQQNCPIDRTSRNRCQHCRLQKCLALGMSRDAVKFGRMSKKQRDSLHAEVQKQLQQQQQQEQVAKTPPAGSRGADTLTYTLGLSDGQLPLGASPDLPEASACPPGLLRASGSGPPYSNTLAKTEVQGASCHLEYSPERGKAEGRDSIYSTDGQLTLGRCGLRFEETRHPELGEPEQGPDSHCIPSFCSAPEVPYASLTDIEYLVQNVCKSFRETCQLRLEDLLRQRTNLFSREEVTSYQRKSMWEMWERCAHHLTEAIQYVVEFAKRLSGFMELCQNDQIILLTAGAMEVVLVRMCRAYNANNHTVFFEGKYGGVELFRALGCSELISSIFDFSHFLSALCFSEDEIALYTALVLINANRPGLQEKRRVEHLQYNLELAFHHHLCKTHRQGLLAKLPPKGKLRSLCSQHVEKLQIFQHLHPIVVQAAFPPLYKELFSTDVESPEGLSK
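Luciferase reporter read in Schneider cells carrying Gal4-RORγ (mouse) and UAS-Photinus luciferase; cells given compound 1 h before 700 uM copper sulfate induction, then incubated 20 h at ambient temperature.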
ELG1 genotoxic: genotoxicity induction in ELG1-luciferase HEK293T cells | HEK293T ELG1-luciferase reporter, luminescence, 16 h | Potency, µM (series often up to 46 µM), for the others: at the highest dose activity change, positive = activation, most hits filed as activators | 330,000 compounds, 1.3% hits; further: potency means the concentration at half of the fitted maximal effect; % of control where 0% means no effect; nearly all actives have a fitted effect of over 60% in size
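HEK293T cells expressing luciferase-tagged ELG1 were exposed to compound or DMSO vehicle for 16 hr at 37 °C and 5% CO2. Luciferase activity was then measured with ONE-Glo after 30 min at room temperature.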
Gal4-VP16 FLuc: counter-screen for ROR gamma inhibitors: Gal4-VP16 reporter; Drosophila S2 Gal4-VP16 UAS-luciferase, luminescence, 20 h; Potency, µM (doses to about 53.6 µM), without a hit: at the highest dose activity, negative = inhibition, hits mostly inhibitors; 310,000 compounds, 3.5% hits; AID 2546;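 further: Gal4-VP16 expression switched on by copper sulfate through the metallothionein promoter; potency means the concentration at half of the fitted maximal effect; on the % scale 0 is the no-effect control and ±100 the full control effect; nearly all actives have a fitted effect of over 50% in size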
NPC1 prom act: activators of NPC1 promoter. Huh7 NPC1 promoter luciferase reporter, 24 h. Potency, µM (highest dose often 9.22 µM), for inactives: top-dose activation, hits mostly activators. 320,000 compounds, 2.4% hits. AID 485313;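 further: potency means the concentration at half of the fitted maximal effect; % of control where 0% means no effect; nearly all actives have a fitted effect of over 60% in size; reporter is driven by a mutant NPC1 promoter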
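Huh7 reporter cells (NPC1 promoter driving luciferase) are dosed with compound for 24 h at 37 °C, 5% CO2; luciferase detection reagent is then added and luminescence measured after 10 min at ambient temperature.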
Rab9 prom act: activates the Rab9 promoter. Huh7 Rab9 promoter-luciferase reporter, luminescence, 24 h. Potency, µM (top dose mostly 9.22 µM), inactives show top-dose activation, negative = inhibition, most hits filed as activators. 320,000 compounds, 2.8% hits; further: potency means the concentration at half of the fitted maximal effect; % of control where 0% means no effect; nearly all actives have a fitted effect of over 60% in size
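Huh7 cells stably carrying Rab9 promoter–luciferase reporter, plated 1500 cells/well, compound added after 2 h and incubated 24 h at 37 °C; luciferase luminescence then read after 10 min with detection reagent.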
p53 reactivation: re-activators of mutant p53. Potency, µM (highest dose often 92.2 µM), without a hit: at the top dose activity change, positive = activation, most hits filed as activators. 320,000 compounds, 0.063% hits. H1299 p53-A138V BP100-luciferase reporter, luminescence, 24 h; further: potency means the concentration at half of the fitted maximal effect; % of control where 0% means no effect; nearly all actives have a fitted effect of over 45% in size
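H1299 (p53-null), stable ts p53-A138V + BP100-Luc; 1000 cells/well, Opti-MEM/10% FBS; cpd 4 pt, 1:5; 24 h, 37 deg C, 5% CO2; detection reagent 10 min RT; luminescence.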
FLuc modulator: inhibits or activates purified firefly luciferase, miR-21 counter-screen | purified FLuc, Km substrates, luminescence inhibition | Potency, µM (titrated, usually from 57.5 µM), without a hit: at the highest dose activity change, negative = inhibition, most hits filed as inhibitors | 360,000 compounds, 6.9% hits;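 further: potency means the concentration at half of the fitted maximal effect; plate controls were vehicle for no effect and reference inhibitor for full effect; nearly all actives have a fitted effect of over 55% in size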
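Purified P. pyralis luciferase (10nM final) with 10uM D-luciferin and 10uM ATP (Km levels) in 50mM Tris acetate pH 7.5, 10mM Mg acetate, 0.01% Tween-20, 0.05% BSA; qHTS 6-point titration, ~60 µM downward; luminescence read.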
The depositor's hits bear a star; ? = inconclusive; / = not tested or not shown; & = joins results of further samples; [ ] = another dose, or the depositor's remark. Unless noted, the call rests on the fitted dose curve; in most records, active means well fitted curve in the direction sought with a large enough effect; inconclusive means small, poorly fitted or top-dose-only effect, or another doubt; inactive means no such curve, though single readings can be large; an effect the other way counts as inactive or inconclusive.

Order of results – NPC1 prom act	Menin-MLL TR inh	ELG1 genotoxic	Gal4-VP16 FLuc	RORg inh	BRCA1 expr act	PKM2 activator	Giardia killer	Rab9 prom act	p53 reactivation	FLuc modulator
CC(=O)Nc1ccc(S(=O)(=O)NCCC(=O)OCC(=O)c2cc(C)ccc2C)cc1
  -3%	/	4%	/	/	16%	/	-16	-2%	6%	-2%
O=C(CN1CCN(Cc2ccccc2)CC1)Nc1ccccc1-c1ccccc1
  -1%	?	-6%	-24%	-32%	-9%	-3%	-3	-4%	-3%	1%
O=C(Nc1ccc2c(c1)OCO2)c1ccc2nc[nH]c2c1
  ?	5%	16µM*	13%	?	5.6µM*	-4%	13	3.5µM*	13%	21µM*
CCCCn1c(N)c(N(CC(C)C)C(=O)C2=COCCO2)c(=O)[nH]c1=O
  -18%	/	-3%	/	/	-12%	/	-13	-4%	3%	9%
CSc1nc2cc(Cl)ccc2s1
  2%	1%	4%	1%	-1%[10 µM]	4%	-2%	4	3%	2%	-18%
Cc1nc2c3cc(Cl)ccc3n(CCN3CCCCC3)c2s1
  -7%	2%	12%	9%	-28%	-65%	-5%	-9	-6%	1%	-1%
COc1ccc(CN(C(=O)c2ccccc2Br)C2CCS(=O)(=O)C2)cc1 (configuration not stated)
  -1%	-4%	2%	?	-7%	1%	1%	12	-1%	5%	4%
O=C(NCc1ccccc1)C1CCCN(c2ncnc3c2nc2n3CCCCC2)C1 (configuration not stated)
  1%	-28%	-9%	-15%	0%	-7%	/	?	1%	-1%	-4%
Cc1ccc(OC(=O)c2cccc(S(=O)(=O)N3CCN(C)CC3)c2)c(Br)c1
  -3%	/	2%	3%	1%	0%	-3%	-6	1%	-6%	3%
COc1ccc(C(=O)NCC(=O)OCC(=O)N2CCN(S(=O)(=O)c3ccccc3)CC2)cc1
  0%	-4%	-1%	1%	-8%	-7%	-5%	-26	3%	-7%	0%
O=c1c2c3c(sc2n(CCN2CCOCC2)c(=O)n1Cc1ccco1)CCCCC3
  -3%	-12%	3%	-16%	27%	5%	7%	7	-4%	-2%	6%
COc1cc(NC(=O)CN2CCN(c3ccccc3F)CC2)cc(OC)c1
  -4%	15%	-2%	0%	5%	-3%	5%	-24	3%	-1%	8%
Cc1cccc(NC(=S)NCc2ccco2)c1C
  -1%	-4%	2%	11µM*	7.9µM*	-2%	12%	0	2%	-14%	2%
O=[N+]([O-])c1cc(S(=O)(=O)Nc2cccc(Cl)c2)ccc1N=Nc1c(O)[nH]c2ccccc12
  -8%	?	-12%	1%	9%	-52%	0%	-5	-8%	-1%	0%
CCOC(=O)c1ccc(NC(=O)COC)cc1
  19%	-4%	?	21%	9%	58%	-2%	-11	?	27%	?
O=C(N=c1ccn(-c2nc3ccccc3nc2NS(=O)(=O)c2ccc(Cl)cc2)cc1)c1ccccc1Cl
  -3%	/	-10%	-5%	36%	/	4%	/	-4%	-4%	2%
Cc1cccc(C)c1N=Nc1c(C)cc(O)cc1C
  -10%	?	?	?	-17%	-53%	0%[11.5 µM]	29	0%	?	-2%
O=C(/C=N/O)Nc1ccc2sc3ccccc3c2c1
  1%	/	4%	-8%	-38%	0%	-11%	-1	-2%	-1%	?
CC1CC(C)(C)NC(=S)N1CCCC(=O)Nc1ccc(Br)cc1 (configuration not stated)
  -1%	-9%	-2%	?	4µM*	-28%	/	6	-9%	-1%	1%
CCOc1ccc(/C=N/NC(=O)Nc2ccccc2)cc1
  ?	?	7.3µM*	0%	-8%	?	-5%	-7	2.2µM*	6%	3µM*
CCOC(=O)N1CCN(CCC(=O)Nc2cccc(Br)c2)CC1
  -8%&4%	-7%&-7%	-1%&-6%	4%&4%	24%&-12%	0%&-40%	-1%&-1%	5&-6	3%&-1%	-3%&-7%	1%&-1%
O=C(NCCc1ccccn1)c1cccc(S(=O)(=O)N2CCCCCC2)c1
  /	-13%	/	9%	?	-6%	-2%	3	/	/	2%
O=C(O)c1cc(S(=O)(=O)Nc2ccc(OCc3ccccc3)cc2)ccc1Br
  11%	?	7%	18%	4%	46%	0%	-4	-1%	4%	-15%
N#CC1(NC(=O)COC(=O)c2ncc(Cl)c(Cl)c2Cl)CCCCC1
  -1%	/	-2%	/	/	-5%	/	-13	0%	15%	5%
Cn1c(N2CCOCC2)c(/C=N/O)c2ccccc21
  -1%	-2%	-7%	7%[10 µM]	-1%	-14%	-25%	7	-7%	11%	-2%
Cc1oc(C(C)(C)C)cc1C(=O)Nc1cccc(C(=O)O)c1
  0.71µM*	-15%	?	?	0%	?	-12%	-5	3.2µM*	24%	12µM*
COc1ccc(N=C2S/C(=C\c3ccc(C)o3)C(=O)N2CC(C)C)cc1
  4%	6%	5%	9%	-1%	-17%	2%	-14	0%	3%	-10%
O=C(CSc1nc2[nH]ncc2c(=O)[nH]1)Nc1nccs1
  3%	-7%	-4%	-7%	11%	/	?	/	-3%	-1%	-2%
C=CCOC(=O)C1=C(C)NC(=O)NC1c1ccc(O)cc1 (configuration not stated)
  -6%	12%	1%	-6%	16%	0%	-3%	?	-3%	/	-2%
Cc1cccc(C)c1NC(=O)NC1(C(=O)N2CCCCC2)CCCCC1
  -5%	/	-6%	3%	-17%	-13%	/	-7	1%	16%	1%
COc1ccc(CCNCC(C)c2ccccc2)cc1 (configuration not stated)
  1%	?	-2%	-6%	-16%	-5%	/	-10	0%	-3%	-1%
CN(CC(=O)Nc1ccc(F)cc1Cl)Cc1cccs1
  1%	-2%	4%	24%	-44%	1%	0%	3	-1%	3%	-5%
O=C(Nc1nnc(-c2ccc(Cl)cc2)o1)c1ccc(N2C(=O)CCC2=O)cc1
  1%	-11%	0%	2.8µM*	1.1µM*	3%	-6%	-5	0%	-4%	-8%
NS(=O)(=O)c1ccc(NC(=O)c2cc(-c3cccs3)nc3ccccc23)cc1
  -16%	?	19%	?	?	-24%&-18%	0%	-4	-2%	-5%	1%&-6%
Cc1ccc(-n2c(-c3ccc(Cl)cc3Cl)n[nH]c2=S)cc1
  0%	0%	-1%	5µM*	3.2µM*	-1%	-16%	4	-3%	6%	-7%
O=C(NCCN1CCN(c2ccccc2)CC1)Nc1ccccc1Cl
  -3%	-18%	-2%	1%	-11%	-4%	/	-9	-9%	1%	-1%
O=C(c1ccccc1F)N1CCC(N2CCCCCC2)CC1
  -4%	?	0%	7%	4%	5%	15%	-9	3%	7%	1%
Cc1nc2ccccc2cc1C(=O)N/N=C/c1cccc([N+](=O)[O-])c1
  -1%	-5%	1%	2%	12%	-3%	0%	-2	4%	-9%	-1%
CC(=O)N1CCN(c2ccc(NC(=S)NC(=O)c3ccccc3)cc2)CC1
  0%	-6%	-1%	-11%	-17%	-3%	-1%	-5	-12%	11%	-5%
COc1ccc(S(=O)(=O)N(CC(=O)NCC2CCCO2)c2ccc(Cl)cc2)cc1 (configuration not stated)
  0%	-9%	0%	22%	4%	-23%	-5%	22	-4%	1%	1%
COc1ccc(C(=O)Nc2ccc3[nH]ncc3c2)cc1
  0.89µM*	-6%	8.2µM*	?	-40%	?	-1%[11.5 µM]	?	2.8µM*	?	1.9µM*
C=CCNC(=S)Nc1nc2c(cc1C(=O)OCC)CCCC2
  16%	-13%	10%	8.9µM*	4µM*	81%	-1%	21	22%	?	?
CC1CCC/C(=N/NC(=O)c2ccccc2-n2cccc2)C1 (configuration not stated)
  -2%	-4%	1%	-13%	-10%	1%	9%	-7	-2%	-4%	2%
O=C(CSc1nn(-c2ccc(F)cc2)c(=S)s1)N1CCN(C(=O)c2ccco2)CC1
  0%	0%	-4%	2%	-10%	0%	4%	6	-2%	-5%	-2%
Cc1ccc(-c2cc(-c3ccccc3)c3c(N)c(S(C)(=O)=O)sc3n2)cc1
  0%	?	2%	0%	-7%	0%	12%	-9	-4%	-1%	4%
CCCCn1c2ccc(F)cc2c2nnc(NN)nc21
  -15%	-14%	-11%	14%	?	-73%	-1%	-13	1%	-1%	-2%
Cc1oc(S(=O)(=O)N2CCCC2)cc1C(=O)Nc1ccc(F)cc1
  0%	/	-8%	7%	-10%	-12%	0%	-5	-1%	-4%	-1%
CC(C(=O)NCc1ccccc1)n1cc([N+](=O)[O-])cn1 (configuration not stated)
  1%	-2%	3%	-1%	5%	9%	/	-27	3%	1%	-2%

Bioassay records from PubChem BioAssay.

Some of the compounds tested; count on the stated rates, not on these rows.
